# Screening data: PubChem, Broad Institute
# BioA inh: M. tuberculosis BioA enzyme inhibitors, primary screen, biochemical, plate reader, single point, HTS; 0.096% of 360,000 active; purified M. tuberculosis BioA enzyme; AID 602481, 2012; 7,8-diaminopelargonic acid synthase BioA (Mycobacterium tuberculosis); inhibition, % at 9.99 µM; in the data active means inhibition above about 40%
# * = called active by the depositor. Not all compounds are listed; the hit share may differ from the screen's.
> C[C@@H]1CCCCO[C@@H](CN(C)C)[C@H](C)CN([C@@H](C)CO)C(=O)c2cc(NS(=O)(=O)c3cn(C)cn3)ccc2O1
  BioA inh: -1.4

> C[C@H](CO)N1C[C@H](C)[C@H](CN(C)CC2CC2)Oc2ccc(NC(=O)CCCN(C)C)cc2C1=O
  BioA inh: -2.7

> O=C(C[C@@H]1CC[C@H]2[C@@H](COC[C@@H](O)CN2S(=O)(=O)c2cccc(Cl)c2)O1)Nc1ccccc1
  BioA inh: 5.1

> COc1ccc(NC(=O)Nc2ccc3c(c2)C(=O)N([C@@H](C)CO)C[C@@H](C)[C@@H](CN(C)C(=O)NC(C)C)OCCCC[C@H](C)O3)cc1
  BioA inh: -0.3

> C[C@H](CO)N1C[C@H](C)[C@@H](CN(C)C(=O)NC2CCCCC2)OCCCC[C@H](C)Oc2ccc(NC(=O)NC3CCCCC3)cc2C1=O
  BioA inh: -1.7

> COc1ccc(NC(=O)Nc2ccc3c(c2)CC(=O)N([C@H](C)CO)C[C@H](C)[C@H](CN(C)C(=O)Nc2ccc(OC)cc2)O3)cc1
  BioA inh: -2.1

> C[C@H](CO)N1C[C@H](C)[C@H](CN(C)Cc2ccc(C(=O)O)cc2)Oc2ccc(NC(=O)Nc3ccc(F)cc3)cc2CC1=O
  BioA inh: 0.0

> O=C(N[C@@H]1CC[C@@H](CCNS(=O)(=O)c2ccccc2)O[C@H]1CO)c1cccc(F)c1
  BioA inh: 20

> C[C@@H]1CN([C@H](C)CO)S(=O)(=O)c2ccc(-c3ccccc3)cc2O[C@@H]1CN(C)C(=O)c1ccc2c(c1)OCO2
  BioA inh: -2.0

> CC(C)NC(=O)N(C)C[C@H]1Oc2ncc(C#Cc3ccncc3)cc2C(=O)N([C@@H](C)CO)C[C@@H]1C
  BioA inh: -3.2

> CO[C@H]1CC[C@@H]2CCN(C)C(=O)[C@@H](C)CN(C)C(=O)c3cccc(C#N)c3OC[C@H]1O2
  BioA inh: -0.3

> C[C@@H]1CCCCO[C@@H](CN(C)Cc2ccc(C(F)(F)F)cc2)[C@@H](C)CN([C@H](C)CO)C(=O)c2cc(NS(=O)(=O)c3cccs3)ccc2O1
  BioA inh: 0.2

> C[C@H](CO)N1C[C@H](C)[C@H](CN(C)Cc2ccc3c(c2)OCO3)Oc2ccc(NC(=O)Cn3cnnn3)cc2C1=O
  BioA inh: 1.5

> C[C@@H]1CN([C@H](C)CO)S(=O)(=O)c2ccc(-c3ccc(F)cc3)cc2O[C@H]1CN(C)C
  BioA inh: 2.4

> O=C(C[C@@H]1CC[C@@H](NC(=O)C2CC2)[C@@H](CO)O1)Nc1nccs1
  BioA inh: 2.7

> Cc1noc(C)c1S(=O)(=O)Nc1ccc2c(c1)C(=O)N([C@H](C)CO)C[C@H](C)[C@H](CN(C)CC1CC1)OCCCC[C@@H](C)O2
  BioA inh: -0.8

> COc1ccc(S(=O)(=O)Nc2ccc3c(c2)C(=O)N([C@@H](C)CO)C[C@@H](C)[C@@H](CN(C)S(=O)(=O)c2cccs2)OCCCC[C@H](C)O3)cc1
  BioA inh: 0.8

> C[C@H]1CCCCO[C@@H](CN(C)C(=O)c2ccncc2)[C@@H](C)CN([C@@H](C)CO)C(=O)c2cc(NC(=O)C3CCCCC3)ccc2O1
  BioA inh: -0.2

> C[C@@H]1CCCCO[C@H](CN(C)S(=O)(=O)c2ccc(Cl)cc2)[C@H](C)CN([C@H](C)CO)C(=O)c2cc(NS(=O)(=O)c3cn(C)cn3)ccc2O1
  BioA inh: 0.3

> O=C(C[C@H]1C=C[C@@H](NC(=O)C2CCC2)[C@@H](CO)O1)NCC1CC1
  BioA inh: -1.9

> O=C(NCC1CCCCC1)[C@H]1[C@H](CO)[C@H]2Cn3c(ccc(-c4cncnc4)c3=O)[C@@H]1N2
  BioA inh: -8.1

> COc1ccc(S(=O)(=O)Nc2ccc3c(c2)C(=O)N(C)C[C@H](OC)[C@@H](C)CN[C@H](C)CO3)cc1
  BioA inh: 3.7

> C[C@@H]1CN([C@@H](C)CO)C(=O)Cc2cc(NC(=O)C3CC3)ccc2O[C@@H]1CN(C)C(=O)Nc1ccc2c(c1)OCO2
  BioA inh: 0.0

> C[C@H](CO)N1C[C@H](C)[C@@H](CN(C)C(=O)Nc2ccc(C(F)(F)F)cc2)OCCCC[C@H](C)Oc2ccc(NC(=O)c3ccccc3)cc2C1=O
  BioA inh: -0.1

> O=C(Nc1ccc(C(F)(F)F)cc1)Nc1ccc2c(c1)[C@@H]1C[C@@H](CC(=O)N3CCc4ccccc4C3)O[C@H](CO)[C@@H]1O2
  BioA inh: -4.4

> CCCC#Cc1ccc2c(c1)O[C@@H](CN(C)C(=O)NC(C)C)[C@@H](C)CN([C@H](C)CO)S2(=O)=O
  BioA inh: 2.2

> CO[C@H]1CN(C)C(=O)c2cc(NC(=O)Nc3cccc(F)c3)ccc2OC[C@H](C)N(C(=O)Nc2c(C)noc2C)C[C@@H]1C
  BioA inh: -0.1

> CO[C@@H]1CN(C)C(=O)c2cc(NS(=O)(=O)CC(F)(F)F)ccc2OC[C@@H](C)N(C(=O)c2ccc3c(c2)OCO3)C[C@H]1C
  BioA inh: -0.2

> COc1ccc(C(=O)N2C[C@H]3[C@@H](c4ccccc42)[C@H](CO)N3C(=O)c2ccc(F)cc2)cc1
  BioA inh: -1.9

> C[C@@H]1CN([C@H](C)CO)C(=O)Cc2cc(NC(=O)Cn3cnnn3)ccc2O[C@@H]1CN(C)C(=O)Nc1ccccc1
  BioA inh: 0.0

> COc1ccc(S(=O)(=O)Nc2cccc3c2O[C@@H](CN(C)C(=O)NC(C)C)[C@H](C)CN([C@H](C)CO)C3=O)cc1
  BioA inh: 0.1

> C[C@@H]1CN([C@@H](C)CO)C(=O)c2cc(NC(=O)c3ccncc3)ccc2O[C@@H]1CN(C)CC1CCCCC1
  BioA inh: -1.0

> CCc1cnc(N2[C@H](C#N)[C@@H](c3ccc(C#CC(C)C)cc3)[C@H]2CO)s1
  BioA inh: 1.3

> COCC(=O)N(C)C[C@H]1Oc2cc(-c3ccc(OC)cc3)ccc2S(=O)(=O)N([C@H](C)CO)C[C@H]1C
  BioA inh: -2.7

> COc1ccc(S(=O)(=O)N[C@H]2CC[C@@H](CCn3cc(-c4cccc(F)c4)nn3)O[C@H]2CO)cc1
  BioA inh: 6.8

> C/C=C/c1ccc2c(c1)O[C@@H](CN(C)CCC)[C@@H](C)CN([C@H](C)CO)S2(=O)=O
  BioA inh: 0.6

> C[C@@H]1CN([C@@H](C)CO)C(=O)c2cc(NS(=O)(=O)c3ccc(F)cc3)ccc2O[C@H]1CN(C)CC1CC1
  BioA inh: -1.3

> COc1ccccc1-c1ccc2c(c1)O[C@@H](CN(C)C)[C@@H](C)CN([C@@H](C)CO)S2(=O)=O
  BioA inh: -2.0

> COCC(=O)Nc1ccc2c(c1)C(=O)N(C)C[C@H](OC)[C@@H](C)CN(C(=O)CC1CC1)[C@H](C)CO2
  BioA inh: -2.1

> C[C@H]1CN([C@@H](C)CO)C(=O)c2cc(NC(=O)C3CCCCC3)ccc2O[C@@H]1CN(C)C(=O)Nc1ccc2c(c1)OCO2
  BioA inh: 2.3

> C[C@@H]1CN([C@@H](C)CO)C(=O)c2cc(NC(=O)Cc3cn(C)c4ccccc34)ccc2O[C@@H]1CN(C)S(=O)(=O)c1ccc(F)cc1
  BioA inh: -2.9

> C[C@@H]1CN([C@@H](C)CO)C(=O)Cc2cc(NC(=O)Cn3cnnn3)ccc2O[C@@H]1CN(C)Cc1ccc(-c2ccccc2)cc1
  BioA inh: -2.7

> COc1ccc(NC(=O)N(C)C[C@@H]2Oc3ccc(NC(=O)NC4CCCCC4)cc3C(=O)N([C@@H](C)CO)C[C@H]2C)cc1
  BioA inh: 0.5

> C[C@H](CO)N1C[C@H](C)[C@@H](CN(C)Cc2ccccc2)Oc2ccc(NC(=O)Cc3ccccc3)cc2C1=O
  BioA inh: 1.6

> CCCNC(=O)N(C)C[C@@H]1Oc2ncc(-c3ccc(F)cc3)cc2C(=O)N([C@@H](C)CO)C[C@H]1C
  BioA inh: -0.4

> COc1ccc(S(=O)(=O)Nc2ccc3c(c2)C(=O)N([C@@H](C)CO)C[C@H](C)[C@@H](CN(C)S(=O)(=O)c2ccc(F)cc2)OCCCC[C@H](C)O3)cc1
  BioA inh: -2.2

> CCC(=O)Nc1ccc2c(c1)OC[C@@H](C)N(C(=O)C1CC1)C[C@H](C)[C@@H](OC)CN(C)C2=O
  BioA inh: 0.8

> Cc1noc(C)c1NC(=O)Nc1cccc2c1O[C@@H](CN(C)C(=O)Nc1cccc3ccccc13)[C@@H](C)CN([C@H](C)CO)C2=O
  BioA inh: 4.3

> CC(=O)N[C@@H]1CC[C@@H](CCNC(=O)C2CCCC2)O[C@H]1CO
  BioA inh: 2.0

> C[C@H](CO)N1C[C@H](C)[C@H](CN(C)Cc2ccc(Cl)c(Cl)c2)OCCCC[C@H](C)Oc2ccc(NC(=O)Nc3ccccc3)cc2C1=O
  BioA inh: 0.7

# More compounds:
Structure | BioA inh
CCCNC(=O)Nc1ccc2c(c1)OC[C@@H](C)N(C(=O)C1CCC1)C[C@H](C)[C@@H](OC)CN(C)C2=O | 0.2
C[C@H]1CN([C@@H](C)CO)S(=O)(=O)c2ccc(-c3ccc(C#N)cc3)cc2O[C@H]1CN(C)C(=O)C1CC1 | 3.6
C[C@H](NC(=O)C[C@@H]1C=C[C@@H](NC(=O)CN2CCOCC2)[C@H](CO)O1)c1ccccc1 | 0.9
C[C@H](CO)N1C[C@H](C)[C@H](CN(C)CC2CC2)OCCCC[C@H](C)Oc2ccc(NS(=O)(=O)c3cccs3)cc2C1=O | 1.0
Cc1noc(C)c1NC(=O)Nc1ccc2c(c1)C(=O)N([C@H](C)CO)C[C@H](C)[C@H](CN(C)S(=O)(=O)c1c(C)noc1C)OCCCC[C@@H](C)O2 | -0.4
C[C@@H]1CN([C@@H](C)CO)C(=O)Cc2cc(NC(=O)Nc3ccccc3)ccc2O[C@H]1CN(C)S(C)(=O)=O | -4.9
CCCNC(=O)Nc1ccc2c(c1)C(=O)N(C)[C@H]1CC[C@H](CC(=O)Nc3ccccc3F)O[C@@H]1CO2 | 1.3
CCCNC(=O)N1[C@@H]2CN(C(=O)CC)c3ccccc3[C@@H]2[C@@H]1CO | -5.1
C[C@@H]1CN([C@@H](C)CO)S(=O)(=O)c2ccc(/C=C/c3ccccc3)cc2O[C@@H]1CN(C)C(=O)c1cccnc1 | -0.8
COc1ccc(NC(=O)Nc2cccc3c2O[C@@H](CN(C)C(=O)Nc2ccc(C(F)(F)F)cc2)[C@@H](C)CN([C@H](C)CO)C3=O)cc1 | -3.9
CCCNC(=O)Nc1ccc2c(c1)C(=O)N(C)C[C@@H](OC)[C@H](C)CN(C(=O)C1CCCC1)[C@H](C)CO2 | -3.9
C[C@H](CO)N1C[C@H](C)[C@H](CN(C)S(C)(=O)=O)Oc2ccc(NC(=O)Cc3cn(C)c4ccccc34)cc2CC1=O | -1.5
C[C@H]1CN([C@@H](C)CO)C(=O)c2cc(-c3ccccc3F)cnc2O[C@@H]1CN(C)C(=O)c1cnccn1 | -2.5
O=C(c1ccccc1)N1C[C@H]2[C@@H](c3ccccc31)[C@@H](CO)N2C(=O)c1cccc(F)c1 | 0.7
CCCC#Cc1ccc([C@H]2[C@@H](CO)N3CCCCN(S(C)(=O)=O)C[C@H]23)cc1 | 0.0

# Quoted at random: seven entries already listed, in no set order.
Structure | BioA inh
C[C@@H]1CN([C@@H](C)CO)C(=O)Cc2cc(NC(=O)Nc3ccccc3)ccc2O[C@H]1CN(C)S(C)(=O)=O | -4.9
CCCNC(=O)N1[C@@H]2CN(C(=O)CC)c3ccccc3[C@@H]2[C@@H]1CO | -5.1
O=C(c1ccccc1)N1C[C@H]2[C@@H](c3ccccc31)[C@@H](CO)N2C(=O)c1cccc(F)c1 | 0.7
CCCNC(=O)Nc1ccc2c(c1)C(=O)N(C)[C@H]1CC[C@H](CC(=O)Nc3ccccc3F)O[C@@H]1CO2 | 1.3
C[C@@H]1CN([C@@H](C)CO)S(=O)(=O)c2ccc(/C=C/c3ccccc3)cc2O[C@@H]1CN(C)C(=O)c1cccnc1 | -0.8
CCCNC(=O)Nc1ccc2c(c1)C(=O)N(C)C[C@@H](OC)[C@H](C)CN(C(=O)C1CCCC1)[C@H](C)CO2 | -3.9
C[C@H]1CN([C@@H](C)CO)S(=O)(=O)c2ccc(-c3ccc(C#N)cc3)cc2O[C@H]1CN(C)C(=O)C1CC1 | 3.6

# Later entries.
Structure | BioA inh
O=C(C[C@@H]1CC[C@H]2[C@@H](COC[C@@H](O)CN2Cc2cccc(F)c2)O1)NCC1CCCCC1 | 1.6
COc1ccccc1NC(=O)N1CCCCN2[C@H](CO)[C@H](c3ccc(-c4ccccc4)cc3)[C@H]2C1 | -0.4
COc1ccc(S(=O)(=O)N(C)C[C@H]2OCCCC[C@@H](C)Oc3ccc(NC(=O)Nc4cccc5ccccc45)cc3C(=O)N([C@H](C)CO)C[C@@H]2C)cc1 | 1.1
O=C(NCC(F)(F)F)[C@@H]1[C@@H](CO)[C@@H]2Cn3c(cccc3=O)[C@H]1N2CC1CC1 | -2.7
CC(C)NC(=O)N[C@@H]1C=C[C@H](CC(=O)NCCN2CCCC2)O[C@@H]1CO | -0.9
O=S(=O)(c1ccc(F)cc1)N1CCCCN2[C@H](CO)[C@@H](c3ccc(-c4ccccc4F)cc3)[C@@H]2C1 | -3.6
O=C(c1ccc(F)cc1)N1CCCCN2[C@H](C1)[C@@H](c1ccc(/C=C/c3ccccc3)cc1)[C@@H]2CO | 3.3
CC(C)c1cn(CC[C@H]2CC[C@@H](NC(=O)C3CC3)[C@@H](CO)O2)nn1 | -0.3
Cc1noc(C)c1NC(=O)Nc1ccc2c(c1)C(=O)N([C@H](C)CO)C[C@@H](C)[C@H](CN(C)Cc1ccc3c(c1)OCO3)OCCCC[C@H](C)O2 | -2.3
COc1ccc(CN(C)C[C@@H]2Oc3ccc(NC(=O)Cc4ccccc4)cc3C(=O)N([C@@H](C)CO)C[C@@H]2C)cc1 | 0.2
CC(C)NC(=O)Nc1ccc2c(c1)CC(=O)N([C@@H](C)CO)C[C@H](C)[C@H](CN(C)Cc1ccc(C(F)(F)F)cc1)O2 | 7.4
C[C@@H]1CN([C@H](C)CO)C(=O)Cc2cc(NC(=O)NC3CCCCC3)ccc2O[C@H]1CN(C)Cc1ccccc1 | -0.5
Cc1ccc(S(=O)(=O)N(C)C[C@@H]2Oc3ncc(C#CCC(C)C)cc3C(=O)N([C@H](C)CO)C[C@@H]2C)cc1 | -0.1
